AMA1-RON2 inh: inhibitors of Plasmodium falciparum AMA1-RON2 interaction | AlphaScreen AMA1-biotinylated RON2 peptide binding | Potency, µM (highest dose often 58.2 µM), for inactives: at the highest dose activity change, negative = inhibition, usual class: inhibitors | hit rate 0.2% among 360,000 | AID 720542;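 note: potency is the fitted concentration of half-maximal effect; 0% = vehicle wells and -100% = peptide control; nearly all actives have a fitted effect of over 45% in size; some results filed as inactive show a strong effect at the top dose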
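AMA1 (3D7) with his tag at 25 nM final met compounds first, then biotinylated RON2 peptide at 25 nM; detection used donor plus acceptor beads, 10 µg/mL apiece, read by AlphaScreen after 30 min at room temperature.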
Shiga toxin inh: inhibitors of Shiga toxin in Vero cells. Vero cells, Shiga toxin protein synthesis inhibition reporter. inhibition, % at 38.7 µM. hit rate 9.2% among 290,000. AID 2315; in the data active = inhibition mostly above about 28%, no sharp cut-off; inactive = mostly below about 43%; note: 0% is about no effect
AmpC inh detg: blocks E. coli AmpC beta-lactamase in detergent assay; P00811; hit rate 0.041% among 370,000; AmpC hydrolysis of nitrocefin, absorbance 480 nm, 0.01% Triton; AID 485294; Potency, µM (doses to about 114 µM), for inactives: top-dose activity change, negative = inhibition, hits mostly inhibitors;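 note: potency is the fitted concentration of half-maximal effect; 0% = no-compound wells and -100% = no-enzyme wells; nearly all actives have a fitted effect of over 25% in size; some results filed as inactive show a strong effect at the top dose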
Target sequence (P00811 whole entry, looked up): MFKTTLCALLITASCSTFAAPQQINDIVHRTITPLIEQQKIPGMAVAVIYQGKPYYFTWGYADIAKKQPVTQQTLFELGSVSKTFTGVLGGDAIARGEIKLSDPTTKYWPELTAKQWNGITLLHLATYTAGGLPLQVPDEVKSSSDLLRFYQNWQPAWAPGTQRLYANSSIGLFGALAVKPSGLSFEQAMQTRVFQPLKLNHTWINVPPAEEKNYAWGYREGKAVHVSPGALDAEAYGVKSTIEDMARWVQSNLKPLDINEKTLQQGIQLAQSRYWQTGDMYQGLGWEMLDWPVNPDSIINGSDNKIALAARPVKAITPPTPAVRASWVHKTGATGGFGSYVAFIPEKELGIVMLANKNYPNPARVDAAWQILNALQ
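20 mM phosphate pH 7.0 + 0.01% (detergent screen) or 0.0001% Triton X-100; 5.3 nM AmpC reagent; cpd preinc 15 min RT; nitrocefin (800 uM stock) to start; A480 q20 s × 4 min; Activity was normalised to no-enzyme and no-compound control wells.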
HCMV inh: inhibitors of human cytomegalovirus | activity change, negative = inhibition, % at 57.5 µM | hit rate 4.5% among 410,000 | HFF cells, HCMV-luciferase reporter, 72 h; hits give low values | AID 1259415; in the data active = activity change below about -60%; inconclusive = no clear call, values can overlap the other calls; inactive = above about -39%; note: % is set by controls: 0 for no effect and ±100 for the full control effect
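Human foreskin fibroblasts infected with luciferase-reporter HCMV at MOI 1 PFU/cell, compounds at two doses. Luciferase measured 72 h post infection; normalized to buffer-only basal and Salinomycin (10uM) controls.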
AmpC inh no detg: blocks E. coli AmpC beta-lactamase in detergent-free assay. P00811. AmpC nitrocefin hydrolysis, absorbance 480 nm, 0.0001% Triton. Potency, µM (series often up to 57.1 µM), inactives show at the top dose activity change, negative = inhibition, hits mostly inhibitors. hit rate 0.52% among 330,000. AID 485341;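 note: potency is the fitted concentration of half-maximal effect; plate controls were no compound for no effect and no enzyme for full effect; nearly all actives have a fitted effect of over 20% in size; some results filed as inactive show a strong effect at the top dose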
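20 mM phosphate pH 7.0 + 0.01% (detergent screen) or 0.0001% Triton X-100; 5.3 nM AmpC reagent; cpd preinc 15 min RT; nitrocefin (800 uM stock) to start; A480 q20 s × 4 min; Activity was normalised to no-enzyme and no-compound control wells.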
Giardia FBPA inh: Giardia lamblia aldolase inhibition. A8B2U2. purified Giardia FBPA. Potency, µM (series often up to 59.6 µM), inactives show at the top dose activity, negative = inhibition, hits mostly inhibitors. hit rate 0.71% among 290,000; note: potency is the fitted concentration of half-maximal effect; % is set by controls: 0 for no effect and ±100 for the full control effect; nearly all actives have a fitted effect of over 55% in size
Target sequence (A8B2U2 whole entry, looked up): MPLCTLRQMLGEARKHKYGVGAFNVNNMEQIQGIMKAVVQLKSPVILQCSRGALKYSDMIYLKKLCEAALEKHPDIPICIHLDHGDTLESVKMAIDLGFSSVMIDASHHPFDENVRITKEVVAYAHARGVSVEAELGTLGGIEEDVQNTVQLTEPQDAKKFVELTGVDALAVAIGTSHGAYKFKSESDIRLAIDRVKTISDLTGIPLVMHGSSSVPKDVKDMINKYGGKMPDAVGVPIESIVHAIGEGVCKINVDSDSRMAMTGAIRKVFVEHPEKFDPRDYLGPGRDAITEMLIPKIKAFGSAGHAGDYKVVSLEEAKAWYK
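Giardia FBPA (40 nM reagent) was preincubated 10 min at RT with compound (up to 57.5 uM final), then substrate plus GAPDH/TPI/NAD/arsenate coupling system with diaphorase/resazurin was added; resorufin fluorescence (525/598 nm) was read after 20 min.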
Cycloheximide cs: counter-screen hit for Shiga toxin inhibitors, cycloheximide. cell reporter, cycloheximide protein synthesis inhibition counterscreen. max response, %. hit rate 12% among 300,000; in the data active = max response mostly above about 13%, no sharp cut-off; inactive = mostly below about 14%; note: read at 38.3 µM for the half of the compounds with a filed dose; 0% is about no effect
* hit, by the source's call; ? = inconclusive; . = no result given; [ ] = dose if it differs, or a comment. Unless noted, calls come from the whole dose curve; as a rule, active = well fitted curve in the direction sought with a large enough effect; inconclusive = small, poorly fitted or top-dose-only effect, or another doubt; inactive = no such curve, though single readings can be large; an effect the other way counts as inactive or inconclusive.

#1 CC1(C)Cc2cccc(OCC(=O)OCC(=O)NCc3ccccc3)c2O1
#2 NCCCC[C@@H]1NC(=O)[C@H](CCC(=O)O)NC(=O)c2cc([N+](=O)[O-])cc(I)c2NCC[C@@H](C(N)=O)NC1=O
#3 Cc1ccccc1N(C(=O)c1ccccn1)C(C(=O)NCc1ccccc1)c1cccnc1 (stereo not drawn)
#4 Cc1c(NC(=O)Nc2cccs2)cccc1[N+](=O)[O-]
#5 Cn1c(=O)[nH]c(=O)c2c1nc(SCC(O)CCl)n2Cc1ccccc1 (stereo not drawn)
#6 Cc1ccc(S(=O)(=O)N2CCOCC2)cc1NC(=O)CNCc1ccccc1Cl
#7 COc1cc(C(C)=O)ccc1Oc1ncnc2c1cnn2-c1cccc(Cl)c1
#8 CCCc1ncc(C[n+]2ccccc2C)c(N)n1

entry no.,1,2,3,4,5,6,7,8
AMA1-RON2 inh,-12%,-4%,16%,4%,-2%,0%,2%,-7%
Shiga toxin inh,-6,23,-9,32,-8,.,-46,.
AmpC inh detg,-11%,-24%,?,0%,-7%,0%,-4%,-7%
HCMV inh,58,.,-10,-72*,54,-6,-3,27
AmpC inh no detg,7%,3%,31%,-28%,-12%,110%[activator],-48%,-13%
Giardia FBPA inh,10%,-2%,-5%,-14%,12%,.,5%,?
Cycloheximide cs,-1,-4,-2,12*,-3,.,2,.

#9 CCc1ccc(Nc2ncnc3nc[nH]c23)cc1
#10 Fc1cccc(NC(=S)NCCc2ccccc2)c1
#11 O=C(Nc1cccc(Cl)c1)Nc1cc(S(=O)(=O)N2CCCCC2)ccc1Cl
#12 CCc1c(C)nc(N)n2c(SCC(=O)N3CCN(c4ccccc4F)CC3)nnc12
#13 Cc1nc2ccc(S(=O)(=O)NCC(=O)N3CCCCC3)cc2s1
#14 CCCCCCC1C(C#N)=C(N)OC2=C1C(=O)CCC2 (stereo not drawn)
#15 CC#CCN(CC#CC)S(=O)(=O)c1ccc(-n2cnnn2)c(OC)c1
#16 COc1ccc(OC)c(NC(=O)Cn2c(C)nc3ccccc3c2=O)c1

entry no.,9,10,11,12,13,14,15,16
AMA1-RON2 inh,36%[activator],-15%,-10%,.,-4%,2%,2%,-4%
Shiga toxin inh,62*,96*,-12,-8,15,-5,19,82*
AmpC inh detg,6%,-12%,0%,?,?,?,-10%,-6%
HCMV inh,16,-79*,-99*,.,-15,60,?,-33
AmpC inh no detg,-30%,-41%,-39%,-8%,-11%,-10%,1%,2%
Giardia FBPA inh,-3%,-2%,0%,-3%,8%,?,-1%,0%
Cycloheximide cs,27*,45*,7,-5,7,10,-4,32*

#17 O=C(NC(=O)c1c(F)cccc1F)O/N=C1\CCCc2occc21
#18 Cc1cc(C(=O)COC(=O)c2cccn2C)c(C)n1Cc1ccco1
#19 C#CCOCCOCCOCCNc1nc(N2CCN(C(=O)C([C@@H](C)CC)n3cc(C(N)Cc4ccc(O)cc4)nn3)CC2)nc(N2CCN(C(=O)[C@H](CCC(=O)O)n3cc(C(N)[C@H](C)CC)nn3)CC2)n1 (stereo partly drawn)
#20 CN(c1ccc(OCC(=O)OCC(=O)Nc2cccc([N+](=O)[O-])c2)cc1)S(=O)(=O)c1ccc(F)cc1
#21 CCOC(=O)C1=C(C)NC(C)=C(C(=O)OCC)C1C(=O)OCC(=O)N1CCc2ccccc21
#22 CC[C@H](C)[C@H](NC(N)=O)C(=O)Nc1ccc(NC(C)=O)cc1
#23 COc1ccc(NC(=O)C(=O)N2N=C3CCCCC3C2(O)C(F)(F)F)cc1 (stereo not drawn)
#24 CCCc1cc(=O)[nH]c(/N=C(/NC(=O)C(C)N2C(=O)c3ccccc3C2=O)Nc2ccccc2)n1 (stereo not drawn)

entry no.,17,18,19,20,21,22,23,24
AMA1-RON2 inh,-4%,-27%,18%,-8%,3%,-8%,2%,0%
Shiga toxin inh,-2,50*,-18,-5,39,1,-1,-6
AmpC inh detg,-6%,3%,5%,-4%,?,4%,4%,0%
HCMV inh,-10,15,2,36,-4,24,-8,1
AmpC inh no detg,-15%,-2%,228%[activator],?,75%[activator],-9%,-17%,-31%
Giardia FBPA inh,-1%,-4%,-17%,0%,3%,1%,-1%,4%
Cycloheximide cs,-3,10,1,5,-3,-3,5,-2

#25 Cn1c(CCN2CCOCC2)nc2cc(NC(=O)COc3ccc(Cl)cc3)ccc21
#26 C/C=C/C=C(/NC(=O)c1ccccc1)C(=O)Nc1ccccc1
#27 COC(=O)C1Cc2c([nH]c3ccccc23)C2(CCN(Cc3ccccc3)CC2)N1 (stereo not drawn)
#28 Cc1ccc2nc(C3CCCN3Cc3nc(CCC(C)C)no3)[nH]c2c1 (stereo not drawn)
#29 O=C(C1COc2ccccc2O1)N1CCCCC1 (stereo not drawn)
#30 O=C(CN1CCc2ccccc21)NN1CC(=O)N(c2ccccc2)CC1=O
#31 C[C@H]1CCC(=O)N(CCSc2ccc(Br)cc2)CC1
#32 CCCCN1CCc2c([nH]c3ccc(C)cc23)C1=O

entry no.,25,26,27,28,29,30,31,32
AMA1-RON2 inh,-11%,-1%,2%,45%[activator],18%,26%,13%,-13%
Shiga toxin inh,5,-17,28,81,.,7,.,132*
AmpC inh detg,?,-3%,-2%,-8%,-3%,-7%,1%,11%
HCMV inh,?,-9,?,24,31,10,-9,67
AmpC inh no detg,91%[activator],-19%,18%,71%[activator],-9%,11%,19%,-16%
Giardia FBPA inh,-5%,.,-13%,4%,.,-3%,.,4%
Cycloheximide cs,-4,-2,-6,4,.,1,.,70*

#33 COc1ccc(/C=C2\N=C(C(C)(C)C)OC2=O)c(OC)c1
#34 c1ccc(SCCOCCN2CCOCC2)cc1
#35 C=CCc1cccc(/C=N/NC(=O)CCC(=O)Nc2ccc(F)cc2)c1O
#36 CN(C)S(=O)(=O)c1cccc(-c2csc(N/N=C/c3ccco3)n2)c1
#37 Cc1cc([N+](=O)[O-])nn1CC(=O)Nc1cc(F)ccc1F
#38 O=C(COC(=O)[C@H](Cc1ccccc1)NC(=O)c1ccco1)NC(c1ccccc1)c1ccccc1
#39 O=S(=O)(c1ccccc1)N1CCN(c2ccccc2)CC1
#40 CCC(CC)C(=O)Nc1nnc(SCC(=O)NC(C)(C)C)s1

entry no.,33,34,35,36,37,38,39,40
AMA1-RON2 inh,-1%,19%,26%,9%,10%,-6%,46%[activator],4%
Shiga toxin inh,16,25,-17,22,-4,-7,-2,4
AmpC inh detg,-3%,3%,-7%,3%,-9%,3%,1%,2%
HCMV inh,14,-23,-84*,-37,-8,42,22,-17
AmpC inh no detg,-22%,8%,-20%,-43%,-8%,-4%,-23%,-8%
Giardia FBPA inh,3%,?,-4%,-24%,0%,2%,5%,3%
Cycloheximide cs,15,15*,4,14*,-2,-3,-3,-1

#41 Cc1cc(=O)oc(C)c1C(=O)OCC(=O)c1ccc(Br)cc1
#42 Cc1cc(Cl)ccc1OCC(=O)N/N=C1\CC2C=CCC12 (stereo not drawn)
#43 COc1cc(/C=N/NC(=O)c2nonc2N)cc(OC)c1OC
#44 c1ccc(-c2ccccc2OCCOCCN2CCCCC2)cc1
#45 CCc1cc(=O)oc2c(C)c(OCC(=O)N3CCCc4ccccc43)ccc12
#46 O=c1oc2ccccc2c(N2CCC(c3ccccc3)CC2)c1[N+](=O)[O-]
#47 COc1ccc(CCNC(=O)CCCc2ccccc2)cc1OC
#48 O=c1c2ccccc2oc2cc(NCCCn3ccnc3)ccc12

entry no.,41,42,43,44,45,46,47,48
AMA1-RON2 inh,-3%,52%[activator],30%,-2%,-7%,0%,-2%,30%[activator]
Shiga toxin inh,70*,-2,87*,-6,-16,-3,6,24*
AmpC inh detg,-8%,?,1%,-4%,-13%,2%,-6%,-11%
HCMV inh,-17,-26,-30,-28,-33,-6,-29,32
AmpC inh no detg,-14%,-37%,-19%,23%,-6%,-15%,16%,-4%
Giardia FBPA inh,2%,6%,-1%,-23%,11%,8%,5%,9%
Cycloheximide cs,24*,-3,32*,-3,-3,-2,-4,24*

#49 Cc1cc(C(=O)NCC(=O)OCC(=O)Nc2ccc(OC(F)F)cc2)ccc1[N+](=O)[O-]
#50 CCOc1ccccc1Nc1nnc(SCC(=O)Nc2ccc3[nH]c(=O)[nH]c3c2)s1
#51 CCCCn1c(N)c(N(CC(C)C)C(=O)c2cccc(S(=O)(=O)N3CCCCC3)c2)c(=O)[nH]c1=O
#52 CC(=O)Nc1nnc(CCN(CCc2nnc(NC(C)=O)s2)[N+](=O)[O-])s1
#53 COCCNCCOc1ccc(C(C)(C)c2ccccc2)cc1
#54 CC(NC(=O)CN(C)Cc1cccc(F)c1)c1ccccc1 (stereo not drawn)
#55 O=[N+]([O-])c1ccc(Cl)c(/C=N/Nc2nc(N3CCOCC3)nc(N3CCOCC3)n2)c1

entry no.,49,50,51,52,53,54,55
AMA1-RON2 inh,-9%,0%,-11%,-6%,6%,1%,4%
Shiga toxin inh,4,47,.,-8,-7,-6,-10
AmpC inh detg,?,-3%,-18%,4%,0%,2%,2%
HCMV inh,-17,7,71,29,0,?,19
AmpC inh no detg,-7%,18µM*,-17%,4%,50%,27%,1%
Giardia FBPA inh,10%,-18%,.,-2%,-12%,15%,4%
Cycloheximide cs,4,-1,.,-2,1,-1,10

Compound profiles (already shown).
COc1ccc(CCNC(=O)CCCc2ccccc2)cc1OC across the screens: AMA1-RON2 inh: -2%; Shiga toxin inh: 6; AmpC inh detg: -6%; HCMV inh: -29; AmpC inh no detg: 16%; Giardia FBPA inh: 5%; Cycloheximide cs: -4
Cc1cc(Cl)ccc1OCC(=O)N/N=C1\CC2C=CCC12 (stereo not drawn) across the screens: AMA1-RON2 inh: 52%[activator]; Shiga toxin inh: -2; AmpC inh detg: ?; HCMV inh: -26; AmpC inh no detg: -37%; Giardia FBPA inh: 6%; Cycloheximide cs: -3
C=CCc1cccc(/C=N/NC(=O)CCC(=O)Nc2ccc(F)cc2)c1O across the screens: AMA1-RON2 inh: 26%; Shiga toxin inh: -17; AmpC inh detg: -7%; HCMV inh: -84*; AmpC inh no detg: -20%; Giardia FBPA inh: -4%; Cycloheximide cs: 4
